# Screening data: PubChem BioAssay, several laboratories
# STK33 inh: inhibitors of purified STK33 kinase, primary screen, biochemical, ADP-Glo luminescence, homogeneous, cell-free | Serine/threonine-protein kinase 33 (Homo sapiens), Q9BYT3 | MBP phosphorylation | 0.073% of 320,000 active | inhibition, % at 10 µM;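 active means inhibition at or above 25%, using the most active replicate where run in duplicate; inactive means inhibition below 25%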
# Target sequence (Q9BYT3 whole entry, looked up): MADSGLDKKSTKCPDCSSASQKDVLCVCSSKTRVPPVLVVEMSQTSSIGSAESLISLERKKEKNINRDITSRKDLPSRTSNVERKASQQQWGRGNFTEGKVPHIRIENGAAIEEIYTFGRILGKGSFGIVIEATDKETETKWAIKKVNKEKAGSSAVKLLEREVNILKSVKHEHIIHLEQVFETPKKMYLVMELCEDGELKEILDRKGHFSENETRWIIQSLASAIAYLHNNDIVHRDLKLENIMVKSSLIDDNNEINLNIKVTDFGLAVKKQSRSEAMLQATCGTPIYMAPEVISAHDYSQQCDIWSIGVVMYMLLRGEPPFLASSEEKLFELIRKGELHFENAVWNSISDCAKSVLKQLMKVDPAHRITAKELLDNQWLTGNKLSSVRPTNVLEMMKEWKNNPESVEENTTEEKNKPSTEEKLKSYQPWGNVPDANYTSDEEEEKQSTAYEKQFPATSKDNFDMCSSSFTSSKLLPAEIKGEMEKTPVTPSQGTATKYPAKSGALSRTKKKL
# CHT inh: inhibitors of human choline transporter CHT | High affinity choline transporter 1 (Homo sapiens), Q9GZV3 | CHT-expressing cells, membrane potential dye, choline response; active compounds read low | B-score at 10 µM | 0.86% of 310,000 active | AID 488975, 2010;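 active means B-score over 3 SD under the library average, and starting fluorescence ratio not unusually high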;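 further: choline stimulus applied at its EC90 after an EC20 pre-addition; B-score computed on integrated fluorescence ratio after choline addition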
# Target sequence (Q9GZV3 whole entry, looked up): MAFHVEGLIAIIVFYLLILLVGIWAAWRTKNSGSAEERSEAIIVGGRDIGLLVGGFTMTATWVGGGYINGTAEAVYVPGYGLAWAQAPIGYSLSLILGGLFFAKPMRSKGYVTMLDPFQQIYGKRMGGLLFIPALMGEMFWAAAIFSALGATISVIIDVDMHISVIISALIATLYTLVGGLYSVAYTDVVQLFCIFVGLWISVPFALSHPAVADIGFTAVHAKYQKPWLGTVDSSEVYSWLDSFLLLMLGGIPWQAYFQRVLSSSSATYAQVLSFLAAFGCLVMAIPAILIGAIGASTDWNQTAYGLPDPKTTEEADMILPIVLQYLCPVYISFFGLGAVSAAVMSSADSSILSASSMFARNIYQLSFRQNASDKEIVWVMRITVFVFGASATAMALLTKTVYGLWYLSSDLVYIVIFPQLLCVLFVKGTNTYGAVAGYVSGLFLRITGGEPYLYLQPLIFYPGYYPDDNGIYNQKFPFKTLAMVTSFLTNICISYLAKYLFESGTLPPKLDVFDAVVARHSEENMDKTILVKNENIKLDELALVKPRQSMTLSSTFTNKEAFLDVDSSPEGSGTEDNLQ
# CHT PAM: CHT positive allosteric modulators, primary screen, cell-based, membrane potential dye, choline EC20 | CHT-expressing cells; active compounds read high; LV-AA mutant CHT in HEK293 cells | AID 488977, 2010 | 0.49% of 310,000 active | B-score at 10 µM;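 active means initial fluorescence not abnormally high and integrated response B-score, plate-corrected, over 3 SD above library mean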
# An asterisk follows results filed as active; i = inactive; . = not tested or not shown.
SMILES,STK33 inh,CHT inh,CHT PAM
O=C(NCCN1C(=O)S/C(=C\c2cccs2)C1=O)c1ccco1,1.5,i,i
O=C(C1CCC1)N1CCN(c2cccc(C(F)(F)F)c2)CC1,0.8,i,i
CCOC(=O)c1nnn(-c2ccccc2C#N)c1C,-2.5,i,i
CCCCc1ccc(NC(=O)CSc2nc(=O)n(CCCN3CCOCC3)c3c2CCC3)cc1,0.4,-7.9*,i
N/C(=N/OC(=O)c1cccc([N+](=O)[O-])c1)c1cccc([N+](=O)[O-])c1,-0.5,i,i
CCCCOc1ccc(-c2[nH]ncc2C=O)cc1,2.0,i,i
Cc1cc(NS(=O)(=O)c2ccc(NS(=O)(=O)c3ccc(CC(C)C)cc3)cc2)nc(C)n1,0.8,i,i
COc1cc(C(=O)OCC(=O)Nc2c(F)cccc2F)cc(OC)c1C,-0.6,i,i
NNC(=O)c1ccc([N+](=O)[O-])c(CS(=O)(=O)c2ccc(Cl)cc2)c1,-1.3,i,i
O=S(=O)(NC1CCSc2ccccc21)c1ccccc1 (stereo not drawn),-0.9,i,i
CCOc1ccc(S(=O)(=O)Nc2cnc3ccccc3c2)cc1,-0.1,i,i
O=C1CCC(=O)N1OCCCOc1ccc2c(c1)CCC2,-0.1,i,i
CCN1CCN(S(=O)(=O)c2ccc(C(C)(C)C)cc2)CC1,1.0,i,i
O=C(Nc1nc2ccccc2[nH]1)c1ccc(F)c(S(=O)(=O)N2CCOCC2)c1,6.6,i,i
CCOC(=O)C1CCN(C(=O)C2CCC(=O)N(Cc3cccc(C(F)(F)F)c3)C2)CC1 (stereo not drawn),1.1,i,i
Cc1ccccc1Cn1c(CN2CCN(c3ccc(F)cc3)CC2)nc2c1c(=O)n(C)c(=O)n2C,-0.7,i,i
COc1ccc2c(c1)C(c1ccc(C)o1)=NNC(c1ccccc1)=N2,0.1,i,i
CC(C)[C@H](NC(=O)OCc1ccccc1)C(=O)NCc1ccccc1,-0.5,i,i
CC(C)(C)NNC(=S)Nc1cccc(F)c1,-1.5,i,i
O=C(Nc1ccc(N2CCOCC2)c(Cl)c1)c1ccc(F)cc1,2.1,i,i
O=C1CN(C(=O)COC(=O)CCC(=O)c2ccc3c(c2)OCCO3)c2ccccc2N1,-0.7,i,i
C/C(=N\NC(=O)Cn1cc([N+](=O)[O-])cn1)c1ccco1,-0.9,i,i
O=C(O)C1C2C=CC(C2)C1C(=O)NCc1ccc(Cl)c(Cl)c1 (stereo not drawn),-1.9,i,i
Cc1cc(CN(C)Cc2ccc(OCC(O)CN(C)Cc3ccccc3)cc2)on1 (stereo not drawn),-1.2,i,i
CCN1C(=O)[C@H]2[C@@H](c3ccc(-c4ccc(C(C)=O)cc4)cc3)N3CCCC[C@@]3(C(=O)OC)[C@H]2C1=O,-0.1,i,i
O=C(NCC(=O)N(c1ccccc1)C(C(=O)NC1CCCCC1)c1cccnc1)c1ccco1 (stereo not drawn),0.6,i,i
CCC1CCCCN1C(=O)c1ccc2c(c1)C(=O)N(c1ccc(C)cc1)C2=O (stereo not drawn),0.4,i,i
Cn1c(=O)[nH]c(=O)c2c1nc(SCC(=O)O)n2CCc1ccccc1,-1.9,i,i
CCc1ccc(NC(=O)C2CCC(CNC(=O)[C@@H]3Cc4ccccc4CN3)CC2)cc1 (stereo partly drawn),4.7,i,i
Cc1ccccc1Cn1cc(S(=O)(=O)CC(=O)Nc2nccs2)c2ccccc21,-1.1,i,i
CCCN(C(=O)Cc1coc2cc(C)c(C)cc12)c1c(N)n(Cc2ccccc2)c(=O)[nH]c1=O,-0.8,i,i
CC1CCc2sc(-c3n[nH]c(=S)o3)cc2C1 (stereo not drawn),-2.2,i,i
Cc1nn(-c2cccc(C(F)(F)F)c2)c(Cl)c1/C=N/n1cnnc1,0.0,i,i
O=C(Nc1ccccc1Cl)C1CC(=O)N(c2ccccc2)C1 (stereo not drawn),-1.1,i,i
CC(C)Cc1ccc(S(=O)(=O)N2CCN(c3ccccn3)CC2)cc1,-1.7,i,i
COC(=O)c1ccc(NC(=S)NC2CC3CCC2C3)cc1 (stereo not drawn),-1.3,i,i

# Given as labelled records: entries from further up
SMILES: CCc1ccc(NC(=O)C2CCC(CNC(=O)[C@@H]3Cc4ccccc4CN3)CC2)cc1 (stereo partly drawn)
  STK33 inh: 4.7	CHT inh: i	CHT PAM: i
SMILES: Cc1ccccc1Cn1cc(S(=O)(=O)CC(=O)Nc2nccs2)c2ccccc21
  STK33 inh: -1.1	CHT inh: i	CHT PAM: i
SMILES: CCCN(C(=O)Cc1coc2cc(C)c(C)cc12)c1c(N)n(Cc2ccccc2)c(=O)[nH]c1=O
  STK33 inh: -0.8	CHT inh: i	CHT PAM: i
SMILES: CC1CCc2sc(-c3n[nH]c(=S)o3)cc2C1 (stereo not drawn)
  STK33 inh: -2.2	CHT inh: i	CHT PAM: i

# Following part
SMILES,STK33 inh,CHT inh,CHT PAM
C1=C(c2ccccc2)CCN(c2nc3ccccc3n3cnnc23)C1,1.5,i,i
Cc1ccc(NC(=S)NCc2cccs2)c(C)c1,-0.7,i,i
CC(CNCC1CCCO1)COc1ccccc1 (stereo not drawn),-1.6,i,i
CC1CC(=S)Nc2ccccc2N1Cc1ccccc1 (stereo not drawn),-0.9,i,i
COc1ccc(/C=N/NC(=O)Cn2cnc3c2c(=O)n(C)c(=O)n3C)cc1,-1.4,i,i
COc1c(C)cc(C(=O)C2CCCN(S(=O)(=O)N(C)C)C2)cc1C (stereo not drawn),.,i,i
COc1ccc(CC(=O)NCc2n[nH]c(=S)n2-c2ccc(Br)cc2)cc1,-0.8,i,i
CC1CN(C2=N/C(=C/c3ccc4c(c3)OCO4)C(=O)N2)CC(C)O1 (stereo not drawn),-1.7,i,i
O=C(N/C(=C\c1cccc(Br)c1)C(=O)N1CCOCC1)c1ccco1,-1.5,i,i
CC(C)(C)Cc1nnc(NC(=O)CCc2ccccc2)s1,-1.1,i,i
O=C(O)CCSc1nc2ccccc2n1-c1ccccc1,0.2,i,i
Cc1nn(CC(=O)NCc2ccc(OC(C)C)cc2)c(=O)c2cc3occc3n12,-0.8,i,i
COc1ccc(C(=O)C2CCCN(Cc3cnc(N4CCOCC4)s3)C2)c(OC)c1 (stereo not drawn),-0.1,i,i
COCCSc1ccccc1C(=O)NCC1CCCO1 (stereo not drawn),-0.6,i,i
O=C1CC[C@@H](CN(Cc2ccccc2)Cc2cn[nH]c2-c2cc3ccccc3o2)N1,4.9,i,i
COCCCNC(=S)NNC(=O)c1ccc(S(=O)(=O)N2CCC(C)CC2)cc1,-0.8,i,i
C=CCOn1c(=O)c(-c2ccc(C)cc2)[n+]([O-])c2ccccc21,-0.5,i,i
COc1ccc(NC(=O)COc2nc(N(C)C)nc(N(C)C)n2)cc1,-1.7,i,i
COc1ccccc1NC(=O)C(C)OC(=O)CCCN=C1NS(=O)(=O)c2ccccc21 (stereo not drawn),-1.8,i,i
CN(C)C=NC(=O)/C(C#N)=C1\CCc2ccccc2N1,9.6,i,i
Cc1c(C(=O)N/N=C/c2cccc(O)c2)nnn1-c1nonc1N,0.2,i,i
O=C(NC1CCS(=O)(=O)C1)c1cccc(Br)c1 (stereo not drawn),1.3,i,i
COc1ccc(NC(=O)CCSc2nc(C)cs2)cc1,1.1,i,i
COc1ccc([C@H]2[C@H](C(C)=O)N3N=Cc4ccccc4C3C23C(=O)OC(C)(C)OC3=O)cc1 (stereo partly drawn),-0.1,i,i
CCOc1ccc2[nH]c(=O)c(CN(CCCO)S(=O)(=O)c3ccc(F)cc3)cc2c1,0.4,i,i
COc1ccc(NC(=O)c2ccc3ncsc3c2)cc1,-1.2,i,i
CCN(CC)C(=O)COc1ccc2oc(C)c(C(=O)OC(C)C)c2c1,0.0,i,i
O=C(O)CC1(CC(=O)Nc2ccc(F)cc2F)CCCCC1,-0.1,i,i
Cn1nc(C(F)(F)F)c(-c2cccc(C(F)(F)F)c2)c1NC(=O)c1nccnc1C(=O)O,-0.4,i,i
Cc1cccc(NC(=O)C2c3ccccc3Oc3ccccc32)n1,-0.1,i,i
CC(=O)c1nn(-c2cccc(Br)c2)cc1C(=O)c1cccc2ccccc12,-0.5,i,i
CCC(C(=O)Nc1ccccc1C(=O)N1CCCC1)N1C(=O)c2ccccc2C1=O (stereo not drawn),-2.3,i,i
Cc1ccc2nc(Nc3nc(CSc4nnnn4-c4ccccc4)cc(=O)[nH]3)nc(C)c2c1,1.1,i,i
CCCNC(=O)c1nc(C)n(-c2cc(Cl)ccc2Cl)n1,0.2,i,i
CCn1c(N2CCN(C(=O)/C=C/c3ccccc3)CC2)nc2ccccc21,-0.7,i,i
O=[N+]([O-])c1cc(/C=N/O)ccc1SCc1ccccc1,-0.2,i,i
CC1CCN(S(=O)(=O)c2ccc(NC(=O)[C@@H]3CCCC[C@@H]3C(=O)O)cc2)CC1,-0.3,i,i
O=C(/C=C/c1cccc([N+](=O)[O-])c1)NCCSCc1cccc(Cl)c1,0.8,i,i
O=S(=O)(Nc1ccccc1N1CCCCC1)c1ccccc1,-0.9,i,i
O=C(O)/C=C\c1cccc(-n2nnnc2SCc2ccccc2F)c1,-1.0,i,i
COc1c(C)cccc1C(=O)Nc1cc(-c2nn3c(C)nnc3s2)ccc1C,0.0,i,i
COc1ccccc1NC(=S)NCCc1ccccc1,1.1,i,i
COc1ccc2c(c1)c(C(=O)N/N=C/c1ccc(Br)cc1)c(C)n2C,-1.2,i,i
CCOC(=O)c1ccc(NC(=O)Nc2c(C)nn(C)c2C)cc1,0.2,i,i
CCc1ccc(NC(=O)COc2ccc3c(c2)OCO3)cc1,-0.4,i,i
Cc1cc(C)n(CC2CC(=O)N(c3ccccc3)C2=O)n1 (stereo not drawn),-0.6,i,i
OC1CCN(C(c2ccc3ncccc3c2)c2nnnn2C2CCCCC2)CC1 (stereo not drawn),0.3,i,i
C=Cn1cc[n+](CC(=O)c2ccc(C)cc2)c1,-1.4,i,i
CCSc1nnc(NC(=O)C2CCCN(S(=O)(=O)c3cnc[nH]3)C2)s1 (stereo not drawn),-0.8,i,i
Cc1cc2nc3n(c2cc1C)CC1CC(C(=O)NCc2cccc(Br)c2)N(C)C31 (stereo not drawn),-0.5,i,i
CCC(=O)c1ccc(OCC(=O)OC(C)C(=O)N2CCc3ccccc32)cc1 (stereo not drawn),0.4,i,i
CCNC(=S)NNC(=S)NCc1ccccc1,-0.4,i,i
N#Cc1ccccc1OCC(=O)NC(=O)NCc1ccco1,-1.1,i,i
Cc1ccc(NS(=O)(=O)c2ccc(F)cc2)nc1,0.0,i,i
Cc1ccc(COc2ccc(CNCCCN3CCCCCC3=O)cc2)cc1,-3.6,i,i
Nc1ccc(S(N)(=O)=O)cc1N,3.2,i,i
Cc1ccccc1OCCN1C(=O)NC2(CCCc3ccccc32)C1=O (stereo not drawn),-1.2,i,i
CCCc1ccc(OCc2ccc(C(=O)Nc3cccc(C)n3)o2)c(OC)c1,-0.9,i,i
Cc1c(/C(Cc2ccccc2)=N/O)c2ccccc2n1C,-0.4,i,i
Cc1ccc(/C(N)=N/OC(=O)c2ccc(F)cc2)cc1,-1.6,i,i
# Further compounds:
SMILES,STK33 inh,CHT inh,CHT PAM
O=C1CCC(=O)N(O)CCCCCNC(=O)CCC(=O)N(O)CCCCCNC(=O)CCC(=O)N(O)CCCCCN1,-0.6,i,i
Cc1c(/C=N/n2cnnc2)c2ccccc2n1CCOc1ccc(Cl)cc1,0.2,i,i
CC(=O)N1CCc2cc(S(=O)(=O)NC(C)c3ccccc3)ccc21 (stereo not drawn),-0.6,i,i
O=[N+]([O-])c1ccc(CN2CCN(c3ccccc3)CC2)o1,-3.6,i,i
CCOC(=O)c1sc(=NC(=O)CCSc2ccccc2)n(C)c1C,-0.1,i,i
COc1ccc(N2CCN(CC(=O)Nc3ccc(-n4cnnn4)cc3)CC2)cc1,-4.7,i,i
CCOc1ccc(NC(=O)N(C2CCCCC2)C(C)c2ccncc2)cc1 (stereo not drawn),0.2,i,i
CC(C)C[C@@H](CO)N1CCN(CCc2ccccc2)CCC1=O,-3.0,i,i
COc1cc(C=C(c2nc3ccccc3s2)c2nc3ccccc3s2)ccc1O,-1.8,i,i
CCNC(=O)N1CCOCC1,10.0,i,i
COCc1cc(Sc2ccc(Cl)cc2)nc(C)n1,-1.0,i,i
O=C(OCc1nc2ccc(Cl)cc2n1CCO)c1ccc(O)cc1,0.8,i,i
CN[C@H]1CCc2cc(OC)c(OC)c(OC)c2-c2ccc(N(C)CC(OC)OC)c(=O)cc21,-1.4,i,i
COC(=O)CNC(=O)COC(=O)/C=C/c1cccs1,-2.2,i,i
CCOC(=O)c1cc(-c2ccc(/C=C3/C(=O)N(c4ccc(C(=O)O)cc4)N=C3C)o2)ccc1Cl,0.5,i,i
COc1ccc(Cc2nnc(NC(=O)CSc3ccc(C)cc3)s2)cc1OC,1.8,i,i

# 7 structures already listed, ordered by number of heavy atoms, falling:
SMILES,STK33 inh,CHT inh,CHT PAM
CCOC(=O)c1cc(-c2ccc(/C=C3/C(=O)N(c4ccc(C(=O)O)cc4)N=C3C)o2)ccc1Cl,0.5,i,i
CN[C@H]1CCc2cc(OC)c(OC)c(OC)c2-c2ccc(N(C)CC(OC)OC)c(=O)cc21,-1.4,i,i
COc1ccc(Cc2nnc(NC(=O)CSc3ccc(C)cc3)s2)cc1OC,1.8,i,i
CCOc1ccc(NC(=O)N(C2CCCCC2)C(C)c2ccncc2)cc1 (stereo not drawn),0.2,i,i
O=C(OCc1nc2ccc(Cl)cc2n1CCO)c1ccc(O)cc1,0.8,i,i
COC(=O)CNC(=O)COC(=O)/C=C/c1cccs1,-2.2,i,i
COCc1cc(Sc2ccc(Cl)cc2)nc(C)n1,-1.0,i,i
